Assay outcomes: PubChem, The Scripps Research Institute Molecular Screening Center
M1 ag parental: counter-screen for M1 agonists: effect in parental CHO-K1 cells | Fluo-8 calcium fluorescence; scaled to maximal ATP response, vehicle zero | activation, % at 3 µM | hit rate 0.48% among 360,000 | AID 602248, 2012; in the data active means activation above about 15%;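 further: untransfected CHO-K1 host cells lacking M1 receptor as counterscreen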
TAAR1 antag: human TAAR1 antagonists, primary screen, Fluo-8 calcium fluorescence, CHO RD-HGA16 cells. Trace amine-associated receptor 1 (Homo sapiens), Q96RJ0. antagonist. inhibition, % at 3 µM. hit rate 1.5% among 360,000;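 active means inhibition above a per-plate cutoff, the mean inhibition of test compounds on that plate plus 3 SD, cut at about 49% in these data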;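 further: 0% = DMSO plus EC80 beta-PEA response and 100% = DMSO alone without agonist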
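Test system: RD-HGA16 CHO cells with stable hTAAR1 and Gα16 / Probe or stimulus: EC80 β-phenethylamine stimulus / Times: seeding 17-24 h prior, 75-min 37 °C, 30-min RT dye loading / Detection: Fluo-8 calcium-sensitive fluorescence / Read-out basis: % inhibition scaled between DMSO and EC80 PEA controls / Repeats: singlicate, one well per test compound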
OXTR potentiator: human OXTR potentiators, primary screen, fluorescence, CHO-OTR cells, Fluo-8 calcium | activation, % at 3 µM | Fluo-8 calcium fluorescence, potentiator mode; 0% = oxytocin EC15, 100% = EC100 | hit rate 0.061% among 320,000 | Oxytocin receptor (Homo sapiens), P30559;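 active means activation above that plate's cutoff, the mean activation of tested compounds plus 3 SD, cut at about 6.6% in these data, passing the limit was not always enough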;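 further: 100% uses oxytocin at 75 nM as the full agonist control; some results filed as inactive read as strong as hits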
Target sequence (P30559 whole entry, looked up): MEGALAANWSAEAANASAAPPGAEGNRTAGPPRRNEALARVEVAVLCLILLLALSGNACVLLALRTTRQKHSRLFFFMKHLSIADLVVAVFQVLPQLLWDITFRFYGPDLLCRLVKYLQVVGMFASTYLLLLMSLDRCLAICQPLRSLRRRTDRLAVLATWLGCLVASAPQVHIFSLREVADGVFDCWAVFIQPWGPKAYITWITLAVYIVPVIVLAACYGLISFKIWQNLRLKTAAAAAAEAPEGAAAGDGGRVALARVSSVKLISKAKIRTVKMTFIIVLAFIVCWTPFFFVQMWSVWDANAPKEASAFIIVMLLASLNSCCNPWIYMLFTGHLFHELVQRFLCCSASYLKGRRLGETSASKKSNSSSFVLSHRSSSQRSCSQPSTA
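Assay system: CHO cell line stably expressing human OTR. Reagent: EC15 oxytocin agonist. Dosing: single dose, 3.0 µM nominal final compound concentration. Timing: compound 6 min at room temperature before oxytocin, 100 s read. Signal: kinetic Fluo-8 calcium fluorescence. Controls: oxytocin EC15 low and EC100 high.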
M1 ag: human M1 muscarinic receptor agonists, primary screen, Fluo-8 calcium fluorescence, CHO-K1 cells, HTS | Muscarinic acetylcholine receptor M1 (Homo sapiens), P11229 | AID 588814, 2011 | CHO-K1 hM1, agonist mode; 0% DMSO, 100% acetylcholine EC100 | hit rate 0.33% among 360,000 | activation, % at 3 µM;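 active means activation above the run's mean compound activation plus 3 SD, cut at about 16% in these data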;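 further: peak over basal fluorescence ratio within a 140 s kinetic read after compound addition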
Target sequence (P11229 whole entry, looked up): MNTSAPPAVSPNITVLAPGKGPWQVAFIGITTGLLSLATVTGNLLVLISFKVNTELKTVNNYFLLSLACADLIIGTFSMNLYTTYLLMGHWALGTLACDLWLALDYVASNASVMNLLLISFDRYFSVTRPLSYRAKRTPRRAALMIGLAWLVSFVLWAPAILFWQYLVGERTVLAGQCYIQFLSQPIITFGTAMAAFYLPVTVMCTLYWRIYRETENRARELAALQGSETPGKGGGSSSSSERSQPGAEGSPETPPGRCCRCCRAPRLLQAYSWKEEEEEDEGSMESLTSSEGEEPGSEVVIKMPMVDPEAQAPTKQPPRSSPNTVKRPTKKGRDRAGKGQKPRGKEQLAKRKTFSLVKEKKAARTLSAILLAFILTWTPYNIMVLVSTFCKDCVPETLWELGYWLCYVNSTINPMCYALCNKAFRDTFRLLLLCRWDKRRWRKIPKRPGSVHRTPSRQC
CHO parental Ca: ATP-evoked calcium signal inhibitors, parental CHO, primary screen, counter-screen for OX1R antagonist project, cell-based, fluorescence, Fluo-8 calcium dye | parental CHO-K1, ATP-induced calcium, Fluo-8 fluorescence | inhibition, % at 5.6 µM | hit rate 0.63% among 330,000;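 active means inhibition above that plate's mean sample inhibition plus 3 SD, cut at about 26% in these data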;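 further: 0% = ATP-challenged DMSO wells and 100% = DMSO wells without ATP; some compounds past the cut are filed as inactive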
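material = parental CHO cells | also added = ATP as calcium-mobilizing challenge | dosing = single point at 5.6 µM | detection = intracellular calcium via Fluo-8 no-wash fluorescent dye | read-out = % inhibition | benchmarks = low control ATP plus DMSO, high control DMSO only | repeats = one well per compound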
M1 PAM parental: nonselective calcium activators in parental CHO-K1 cells, primary screen, counter-screen for M1 PAM project, cell-based, Fluo-8 calcium fluorescence, full deck, 1536-well; ATP EC20; 0% at ATP EC20, 100% at ATP max; activation, % at 3 µM; hit rate 0.02% among 360,000;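 active means activation above the run cutoff, the mean activation of all test compounds plus 3 SD, cut at about 40% in these data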;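 further: peak over basal fluorescence ratio in a 140 s read after ATP addition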
CHO-K1 Ca antag: nonselective inhibitor or artifact in parental CHO-K1 cells. ATP-induced calcium, Fluo-8 fluorescence. inhibition, % at 3 µM. hit rate 0.6% among 360,000;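 active means inhibition above a per-plate cutoff, the plate's mean sample inhibition plus 3 SD, cut at about 24% in these data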;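 further: 0% = DMSO plus EC80 ATP and 100% = DMSO alone without ATP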
TAAR1 ag: human TAAR1 agonists, primary screen, Fluo-8 calcium fluorescence, CHO RD-HGA16 cells | Trace amine-associated receptor 1 (Homo sapiens), Q96RJ0 | vehicle wells 0%, saturating PEA agonist 100% | activation, % at 3 µM | hit rate 0.99% among 360,000 | AID 624467, 2012;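 active means activation above the mean activation of all test compounds in the run plus 3 SD, cut at about 38% in these data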
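System: CHO RD-HGA16 cells carrying human TAAR1 plus Gα16; Incubation: 17-24 h seeding, 75 min 37 °C dye, 30 min RT; Measured by: Fluo-8 fluorescence, 5 s baseline then 140 s kinetic read; Control set: DMSO and PEA EC100; Replication: single well for each compound.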
CHRM1 antagonist: human M1 muscarinic receptor antagonists, primary screen, CHO-K1 cells, Fluo-8 calcium fluorescence, 1536-well. hit rate 1.3% among 360,000. CHO-K1 hM1, ACh EC80 antagonist. AID 588852, 2011. Muscarinic acetylcholine receptor M1 (Homo sapiens), P11229. inhibition, % at 3 µM;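 active means percent inhibition above its own plate's cutoff, namely the mean of that plate's compound wells plus 3 SD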;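 further: peak over basal fluorescence ratio during 140 s after agonist addition; 0% = ACh EC80 plus DMSO and 100% = DMSO alone without agonist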
Numbers without * were called inactive; . = not tested or not shown.

entry	SMILES	M1 ag parental	TAAR1 antag	OXTR potentiator	M1 ag	CHO parental Ca	M1 PAM parental	CHO-K1 Ca antag	TAAR1 ag	CHRM1 antagonist
1	Cc1ccc([N+](=O)[O-])cc1S(=O)(=O)Nc1ccc(N2CCOCC2)cc1	1.1	26	-10	-4	-5	1	5	2	-1
2	COc1ccc(C2/C=C\CN(C(=O)C3CCCCC3)CC(=O)N2Cc2ccc(F)cc2)cc1 (stereo not drawn)	0.0	18	-10	-1	-27	10	-9	3	-4
3	CCCOc1ccc(N2C(=O)CC(N(CCc3ccc(OC)cc3)C(=O)c3cccc(F)c3)C2=O)cc1 (stereo not drawn)	-0.5	-8	-4	-4	-28	11	-12	15	-6
4	O=C(Nc1ccc(NC(=O)c2cccs2)cc1)c1cccs1	3.3	12	-7	-2	3	-16	-2	23	1
5	COc1cc(CN2CCN(C(=O)CC(C)C)CC2)cc(OC)c1OC	0.9	-5	-15	-3	-8	26	-23	-3	-4
6	c1ccc(Nc2cccc(Nc3ccccc3)c2)cc1	-0.2	9	-4	-6	4	13	-11	-2	0
7	O=C(CCN1C(=O)C2C3C=CC(C3)C2C1=O)N1CCN(c2ccc([N+](=O)[O-])cc2)CC1 (stereo not drawn)	3.3	7	-13	-11	-3	1	5	1	-2
8	O=C(CCC(=O)OCC(=O)c1ccc(Cl)cc1Cl)Nc1cccc2cccnc12	0.5	8	-2	-3	-8	11	-4	9	-13
9	Cc1ccn(S(=O)(=O)c2ccc3oc(=O)ccc3c2)n1	0.9	2	-11	-5	8	11	-11	-4	-6
10	CCOc1ccccc1CNCc1ccc(C(=O)O)cc1	-0.1	19	1	-11	-4	15	2	4	-7
11	COc1ccc(NC(=S)NC(=O)c2ccc(Br)o2)cc1	0.1	9	-3	-10	-4	-9	8	2	-2
12	CCCCCCc1cc2cc(-c3nnc(-c4ccccc4)o3)c(=O)oc2cc1O	1.0	29	-7	-1	6	7	-6	24	-5
13	COc1ccccc1-n1cccc1C=O	0.0	-23	-10	-5	-2	-13	-10	5	9
14	Cc1ccc(S(=O)(=O)NCc2ccccc2)cc1C(=O)NCc1ccncc1	0.0	-6	.	-2	.	20	-1	1	-13
15	C/C=C/C1=CC(=O)C[C@H](c2ccc(F)cc2)C1	0.1	-8	-4	-4	-15	15	-3	4	4
16	Cc1ccccc1-c1nnc(SCC(=O)Nc2cccnc2Cl)o1	0.9	1	-3	0	-12	19	-15	0	-9
17	O=C(c1cccc(S(=O)(=O)N2CCCC2)c1)c1nnc(-c2ccncc2)o1	2.8	-9	-7	-8	-2	18	-14	0	-8
18	COc1ccc(NS(=O)(=O)c2cccc(NC(=O)c3cnccn3)c2)cc1Br	11	30	-14	-1	-11	0	14	10	22
19	CC(O)C(O)C(O)C(O)/C=N/NC(=O)c1ccccc1 (stereo not drawn)	0.1	0	-2	-6	-2	17	-2	1	3
20	CC(=O)Nc1nc(C)c(Oc2ccc(Cl)cc2Cl)c(=O)[nH]1	0.3	2	-2	-3	-2	22	-8	8	-13
21	CC(C)n1ncc2c(C(=O)NCc3cccnc3)cc(C3CC3)nc21	0.2	-6	.	-5	.	12	-11	2	8
22	CC1N(C)c2cc(NC(=O)c3ccco3)c(P(=O)(Nc3ccc([N+](=O)[O-])cc3)N3CCOCC3)cc2C1(C)C (stereo not drawn)	3.9	-13	-9	3	-24	14	-4	17	-8
23	CCOC(=O)CN(C(=O)CSc1nnc(-c2ccncc2)n1CCCN(C)C)c1ccccc1	0.1	1	2	-4	-13	7	2	2	4
24	CCCc1cc(=O)[nH]c(SCC(=O)NCCCC(=O)OCC)n1	0.1	-15	-6	8	1	-6	16	6	-21
25	COc1ccc2c(c1)NC(=O)CC(c1ccccc1)=N2	0.5	3	-2	-2	-1	10	-8	4	-5

Another view of nine compounds above.
Value order – M1 ag parental, TAAR1 antag, OXTR potentiator, M1 ag, CHO parental Ca, M1 PAM parental, CHO-K1 Ca antag, TAAR1 ag, CHRM1 antagonist
17	O=C(c1cccc(S(=O)(=O)N2CCCC2)c1)c1nnc(-c2ccncc2)o1
  2.8, -9, -7, -8, -2, 18, -14, 0, -8
18	COc1ccc(NS(=O)(=O)c2cccc(NC(=O)c3cnccn3)c2)cc1Br
  11, 30, -14, -1, -11, 0, 14, 10, 22
19	CC(O)C(O)C(O)C(O)/C=N/NC(=O)c1ccccc1 (stereo not drawn)
  0.1, 0, -2, -6, -2, 17, -2, 1, 3
20	CC(=O)Nc1nc(C)c(Oc2ccc(Cl)cc2Cl)c(=O)[nH]1
  0.3, 2, -2, -3, -2, 22, -8, 8, -13
21	CC(C)n1ncc2c(C(=O)NCc3cccnc3)cc(C3CC3)nc21
  0.2, -6, ., -5, ., 12, -11, 2, 8
22	CC1N(C)c2cc(NC(=O)c3ccco3)c(P(=O)(Nc3ccc([N+](=O)[O-])cc3)N3CCOCC3)cc2C1(C)C (stereo not drawn)
  3.9, -13, -9, 3, -24, 14, -4, 17, -8
23	CCOC(=O)CN(C(=O)CSc1nnc(-c2ccncc2)n1CCCN(C)C)c1ccccc1
  0.1, 1, 2, -4, -13, 7, 2, 2, 4
24	CCCc1cc(=O)[nH]c(SCC(=O)NCCCC(=O)OCC)n1
  0.1, -15, -6, 8, 1, -6, 16, 6, -21
25	COc1ccc2c(c1)NC(=O)CC(c1ccccc1)=N2
  0.5, 3, -2, -2, -1, 10, -8, 4, -5

Other records follow:
entry	SMILES	M1 ag parental	TAAR1 antag	OXTR potentiator	M1 ag	CHO parental Ca	M1 PAM parental	CHO-K1 Ca antag	TAAR1 ag	CHRM1 antagonist
26	O=C(Nc1c2c(nn1-c1ccc(F)cc1)CS(=O)C2)c1ccc(S(=O)(=O)N2CCOCC2)cc1 (stereo not drawn)	0.0	3	6	-9	-3	20	1	-1	-2
27	CN(C(=O)CN1C(=O)/C(=C/c2ccccc2F)SC1=S)C1CCS(=O)(=O)C1 (stereo not drawn)	0.3	-11	1	-5	-14	-6	-3	3	1
28	CC(C)c1ccc(NC(=O)NC2CCCCC2)cc1	1.6	.	0	-6	-6	-1	-2	.	1
29	CC(=O)Nc1sc(N/N=C/c2ccc(C)cc2)nc1-c1ccc(C)cc1	0.2	53*	-4	-1	-9	7	0	2	7
30	CC(C)CC(O)(c1ccccc1)C(CN1CCOCC1)c1ccccc1 (stereo not drawn)	0.4	-16	-7	-3	-33	10	-16	10	-3
31	Cc1cc(C)cc(NC(=O)CSc2nnc(C3CC3)n2CC2CCCO2)c1 (stereo not drawn)	1.2	-1	-6	1	4	19	-14	0	-13
32	Cc1cccc(C(=O)NNC(=O)c2ccc(F)cc2)c1	-0.1	-27	-6	-4	-13	13	-3	3	3
33	COc1ccc(CCC(C)NCc2ccc(F)cc2)cc1 (stereo not drawn)	1.5	13	-16	-8	-14	7	-8	1	1
34	CC(C)c1ccc(NC(=O)c2ccc(Br)o2)cc1	-0.5	0	-7	-6	2	14	-1	11	-33
35	CCOC(=O)C1=CN(Cc2ccco2)S(=O)(=O)N(CC)C1c1cccc(OC)c1 (stereo not drawn)	0.5	-4	.	-8	-26	21	-21	3	-8
36	COc1ccccc1C(=O)OCCCN=C1NS(=O)(=O)c2ccccc21	0.7	9	2	-5	-18	7	3	1	5
37	Cc1ccc(S(=O)(=O)n2c(CN3CCCC(C)C3)nc3ccccc32)cc1 (stereo not drawn)	0.1	11	-4	-2	-25	9	-14	13	-45
38	COc1ccccc1NNC(=O)c1cc(C(C)(C)C)nn1Cc1ccccc1	2.8	49*	-13	-1	-13	-6	4	3	29
39	CCN(CC)CCNC(CC(=O)Nc1ccc(Cl)cc1Cl)C(=O)O (stereo not drawn)	-0.4	-4	-6	-4	7	-3	4	4	4
40	CC(C(=O)O)c1ccc(N2Cc3ccccc3C2=O)cc1 (stereo not drawn)	-0.5	-9	-7	-6	-1	-9	15	1	-16
41	O=C(NC1CCN(Cc2ccc3ccccc3c2)CC1)c1ccccc1	2.2	-21	-6	-8	-14	9	-4	28	16
42	O=C(COc1ccc(/C=N/NC(=O)c2cccnc2)cc1)Nc1ccccc1	2.6	27	-5	-1	-3	4	8	7	6
43	CCOC(=O)Cc1csc(N/C(=N/S(=O)(=O)c2ccc(Cl)cc2)c2ccccc2)n1	0.3	10	-1	-4	0	-11	13	6	-4
44	COc1ccccc1N(CC(=O)NCCSCc1cccc(Cl)c1)S(C)(=O)=O	5.7	-3	-9	0	-11	8	-14	2	-6
45	CCCn1c(SCC(=O)NCc2ccc(OC)cc2)n[nH]c1=O	1.1	-13	-15	-5	-15	12	-13	2	-5
46	CC(=O)NCCNC(=O)c1ccc(CSc2ccc(Cl)cc2)cc1	1.9	-9	-9	-3	0	0	-2	8	11
47	CN(C)CCNC(=O)NC(=O)c1ccc(Cl)cc1	0.3	9	-1	-6	-11	6	-5	1	5
48	CC(=O)Nc1ccc(-c2ccnc3c2CC(C(=O)Nc2ccc4c(c2)OCO4)O3)cc1 (stereo not drawn)	1.1	-1	.	1	.	13	-8	3	-10
49	CC(=O)/C(=C\N(C)C)Sc1ccc(Cl)cc1	5.0	-5	-5	-3	-9	0	-2	9	20
